RXFP1 antagonist: blocks the human relaxin receptor RXFP1; Q9HBX9; HEK293-RXFP1, relaxin-stimulated cAMP HTRF, 30 min; hits give low values; activity change, negative = inhibition, % at 57.5 µM; 0.59% of 350,000 active; AID 1259400;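 active = activity change of -60% or lower, but not beyond a set lower limit; inconclusive = change between -60% and -40%, or beyond the set limit; inactive = change above -40%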; note: % is set by controls: 0 for no effect and ±100 for the full control effect
D1 antagonist: human D1 dopamine receptor antagonism. HEK293 TREx D1 cells, calcium flux, dopamine EC80; hits give low values. P21728. AID 504652. 3.2% of 360,000 active. activity change, negative = inhibition, % at 10 µM; in the data active = activity change below about -30%; note: % is set by controls: 0 for no effect and ±100 for the full control effect
Target sequence (P21728 whole entry, looked up): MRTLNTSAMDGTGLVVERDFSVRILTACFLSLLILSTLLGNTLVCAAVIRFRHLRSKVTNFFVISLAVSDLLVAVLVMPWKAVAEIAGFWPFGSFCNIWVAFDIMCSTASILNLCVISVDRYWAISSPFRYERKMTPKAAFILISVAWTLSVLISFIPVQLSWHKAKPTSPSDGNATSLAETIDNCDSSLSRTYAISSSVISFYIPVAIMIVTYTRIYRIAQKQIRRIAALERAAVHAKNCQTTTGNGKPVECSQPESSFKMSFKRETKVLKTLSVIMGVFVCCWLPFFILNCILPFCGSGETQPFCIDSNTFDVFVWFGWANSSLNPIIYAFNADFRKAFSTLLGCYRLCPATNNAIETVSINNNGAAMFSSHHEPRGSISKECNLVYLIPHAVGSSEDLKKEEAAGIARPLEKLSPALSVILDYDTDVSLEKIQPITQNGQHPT
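Compound effects on dopamine-evoked calcium signalling were measured in tetracycline-induced HEK293 Trex D1 cells. Dopamine at EC80 followed a 180 s compound pre-read, and fluorescence was tracked kinetically for 180 s more.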
RXFP1 ag: RXFP1 (human) receptor agonism | Q9HBX9 | HEK293T-RXFP1 cAMP TR-FRET, 30 min; response scale: percent of porcine relaxin response, buffer zero | Potency, µM (doses to about 57.5 µM), for the others: top-dose activation, most hits filed as activators | 0.3% of 370,000 active | AID 2676; note: potency is the fitted concentration of half-maximal effect; % is set by controls: 0 for no effect and ±100 for the full control effect; nearly all actives have a fitted effect of over 60% in size; many of its hits are not listed in these tables
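HEK293T cells stably expressing RXFP1 were pretreated with the PDE4 inhibitor Ro 20174, exposed to compounds for 30 min at 37C, lysed, and cAMP was read by TR-FRET. Data normalized to buffer (basal) and 29 nM porcine relaxin (100%).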
D1 ag: activates the human D1 dopamine receptor | P21728 | HEK293 T-REx D1 cells, calcium flux, agonist mode | activation, % at 2 µM | 1% of 360,000 active | AID 504660; in the data active = activation above about 30%; note: 0% is about no effect
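Inducible HEK293 T-REx D1 cells, force-coupled to calcium signalling, were plated at 4000 cells/well with tetracycline and held overnight at 30 C. After no-wash calcium dye loading, compound-evoked calcium rise over 180 s flagged agonists.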
TRHR enhancer: TRH receptor (human) allosteric enhancement; P34981; TRHR cells, fluo-8 calcium fluorescence, EC20 TRH enhancement; enhancement, % at 2 µM; 0.66% of 360,000 active; in the data active = enhancement above about 30%; note: 0% is about no effect
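Enhancer read-out: after compound pinning and an initial kinetic agonist-mode read, an EC20 of TRH (10 nM final) was injected and fluo-8 calcium signal (Ex 480/Em 530) followed at 1 s/cycle for 100 cycles in TRHR-expressing cells.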
Anesthetic bind: binds horse apoferritin like a general anesthetic. P02791. apoferritin/1-aminoanthracene competitive binding, fluorescence. 0.074% of 350,000 active. Potency, µM (top dose mostly 77.5 µM), without a hit: top-dose activity change, negative = displacement, hits mostly inhibitors; note: potency is the fitted concentration of half-maximal effect; % is set by controls: 0 for no effect and ±100 for the full control effect; nearly all actives have a fitted effect of over 20% in size
Target sequence (P02791 2-175 limits assumed): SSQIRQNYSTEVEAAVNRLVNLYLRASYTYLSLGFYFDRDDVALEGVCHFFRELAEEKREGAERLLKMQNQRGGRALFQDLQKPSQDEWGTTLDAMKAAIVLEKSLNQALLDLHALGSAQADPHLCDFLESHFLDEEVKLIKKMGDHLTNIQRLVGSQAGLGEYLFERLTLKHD
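Apoferritin-based anesthetic binding model; compound displacement of fluorescent 1-AMA measured as endpoint fluorescence after 10 minutes at room temperature, scaled to free-ligand and complex controls.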
TRHR agonist: agonists of human TRH receptor; P34981; TRHR cells, calcium flux fluo-8, FDSS agonist mode; activation, % at 2 µM; 0.18% of 360,000 active; in the data active = activation above about 30%; note: 0% is about no effect
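TRHR-expressing cells loaded with fluo-8 calcium dye; 23 nL library compound pin-transferred, kinetic FDSS fluorescence (Ex 480/Em 530) recorded about 180 s for agonist-induced calcium release, before a 10 nM TRH EC20 addition for potentiator mode.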
D2 potentiator: positive allosteric modulators of human D2 dopamine receptor; 0.34% of 340,000 active; P14416; potentiation, % at 10 µM; HEK293 T-REx D2, calcium flux, EC20 dopamine potentiation;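 active = potentiation over 3 SD above the plate norm, cut at about 30% in these data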; note: 0% is about no effect
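Tetracycline-induced HEK293 T-REx cells force-coupled to calcium signalling expressed D2; compounds were pin-added after a 10 s baseline, read kinetically 180 s, then an EC20 dopamine challenge followed with a further 180 s calcium read.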
D1 potentiator: potentiators of human D1 dopamine receptor. P21728. AID 504651. HEK293 TREx D1 cells, calcium flux, dopamine EC20 potentiation. potentiation, % at 10 µM. 0.036% of 360,000 active; in the data active = potentiation above about 30%; note: 0% is about no effect
Starred values were filed as active, the others as inactive; u = inconclusive; x = not tested or not shown. Unless noted, calls come from the whole dose curve; as a rule, active = well fitted curve in the direction sought with a large enough effect; inconclusive = small, poorly fitted or top-dose-only effect, or another doubt; inactive = no such curve, though single readings can be large; an effect the other way counts as inactive or inconclusive. This is a subset. The share of hits here may be higher or lower than overall.

SMILES | RXFP1 antagonist | D1 antagonist | RXFP1 ag | D1 ag | TRHR enhancer | Anesthetic bind | TRHR agonist | D2 potentiator | D1 potentiator
Cc1ccc(-c2cc(-c3ccccc3O)nc(N/N=C/c3cccnc3)n2)cc1 | 3 | -11 | 3.7% | -1 | -2 | -9% | 0.2 | 1 | -8
CC(C)NC(=O)Nc1ccc(Br)cc1Cl | -13 | -27 | 2.0% | 2 | 0 | -3% | -0.5 | -1 | -3
Cc1[nH]c(=O)[nH]c(=O)c1CSc1nnc([C@@H](NC(=O)OC(C)(C)C)C(C)C)o1 | -11 | 6 | 0.1% | 0 | 3 | -14% | -0.3 | -9 | -3
O=C(CNC(=O)c1ccccc1F)NNC(=O)c1ccccc1O | 5 | 3 | -0.1% | 3 | 2 | x | -0.3 | 7 | 3
O=S(=O)(NCc1nc(-c2ccccc2)no1)c1ccc(F)cc1 | -4 | 4 | -0.1% | 5 | -1 | -7% | -0.4 | 0 | -8
Cc1noc(C)c1S(=O)(=O)Nc1ccc(C(=O)Nc2ccc(OC(F)(F)F)cc2)cc1 | -16 | -24 | -0.3% | 0 | 2 | -9% | -0.7 | -2 | 7
COc1c(/C=N/NS(=O)(=O)c2ccc(C)cc2)c(CCN(C)C(C)=O)cc2c1OCO2 | 0 | 8 | 3.5% | 0 | 2 | -4% | -0.1 | 4 | -6
Cc1cc(C(C)(C)C)cc(S(=O)(=O)Nc2cccc(C(=O)O)c2)c1C | -24 | -18 | -0.5% | 1 | -2 | -8% | -0.3 | 2 | -8
O=C(CCN1C(=O)C2C3CCC(C3)C2C1=O)Nc1ccccc1C(F)(F)F (stereo unspecified) | -9 | 25 | -0.4% | 0 | -6 | 1% | 0.6 | -10 | -4
CC1(C)OC2OC(COC(=O)c3ccccc3)C3OC(C)(C)OC3C2O1 (stereo unspecified) | -6 | 4 | 1.1% | 4 | -6 | 4% | -0.9 | -2 | 4
c1ccc(CNC2=NCCCC2)cc1 | -4 | -8 | 2.4% | 1 | -1 | -5% | -0.2 | 11 | -3
CC(C)(C)C(=O)Nc1nc(C2CCCN2S(=O)(=O)c2ccc(Cl)cc2)cs1 (stereo unspecified) | -11 | -11 | 0.0% | 5 | 0 | -4% | -0.3 | 14 | -7
Cc1ccccc1NC(=O)CSc1nc(Nc2ccccc2)nc(N2CCOCC2)n1 | -6 | 18 | -0.2% | 2 | -3 | -2% | 0.0 | -16 | 0
CCOc1ccccc1NC(=O)CCS(=O)(=O)c1ccc2c(c1)oc(=O)n2C | 1 | 0 | 0.4% | 1 | -9 | 4% | 0.3 | -8 | -10
Cc1ccccc1C(=O)c1cccn1CC(=O)NCc1ccc2c(c1)OCO2 | -5 | 1 | -1.5% | 1 | 3 | u | -0.8 | 1 | -2
O=C(COC(=O)c1ccc(Br)cc1)NCCc1ccccc1 | -3 | 1 | 0.7% | 0 | -7 | 4% | -0.2 | -4 | -1
COc1cccc(-n2c(COc3ccc(C)cc3)nnc2SCC(=O)O)c1 | 3 | -2 | 0.0% | 3 | 7 | -12% | -0.9 | 6 | 9
CCOc1ccc(NC(=O)CN(C)C(=O)CCN2C(=O)C3CC=CCC3C2=O)cc1OCC (stereo unspecified) | -6 | 15 | 0.6% | 3 | 0 | x | -0.2 | 1 | x
COC(=O)c1ccc(C(=O)NC(=S)Nc2ccc3nc(SC)sc3c2)cc1 | -4 | 7 | 2.4% | 2 | 2 | -4% | 1.5 | -5 | 3
Cc1cc(NO)nc(-c2ccc(Br)cc2)n1 | -14 | -5 | 0.6% | 3 | 2 | u | 0.4 | 5 | -1
CCn1c(SCC(=O)Nc2cc(C)on2)nc2sc3c(c2c1=O)CCCC3 | -23 | -9 | 6.9% | 0 | 3 | 1% | 1.0 | 4 | -5
COc1ccccc1C(=O)NC(=S)Nc1ccc(N2CCCC2)cc1 | 5 | 3 | 0.1% | 3 | -14 | 13% | -0.1 | -13 | -4
CC(=O)N1CCN(CC(=O)NC(=O)Nc2ccc3c(c2)OCCO3)CC1 | -2 | 8 | -1.3% | 0 | -10 | x | 0.4 | 0 | -5
CCCN1C(=O)SC(CC(=O)Nc2ccc(Br)cc2)C1=O (stereo unspecified) | -8 | -1 | -1.0% | -3 | -4 | -10% | 0.7 | -3 | -7
CCOc1ccccc1C(=O)Nc1cc(C)ccc1NC(=O)c1ccco1 | 5 | -13 | 0.7% | 0 | -3 | -14% | -0.4 | 4 | 5
COc1cccc(-c2nc3sc4c(c3c(=O)[nH]2)CCCCC4)c1 | -3 | 5 | 5.2% | 2 | 4 | -1% | 0.5 | -2 | -3
CC1CCc2c(sc(NC(=O)Cn3nc(C(=O)O)c4ccccc4c3=O)c2C#N)C1 (stereo unspecified) | -11 | 33 | -1.1% | 0 | 4 | -12% | 0.3 | -3 | -3
OCC[C@@H]1C[C@@H](O)[C@H](O)[C@]2(CCCCO2)O1 | x | 0 | 2.5% | -2 | -1 | -4% | 0.0 | 2 | 0
COc1ccc2[nH]c(C)c(CCN(Cc3cccs3)C(=S)Nc3ccccc3)c2c1 | x | 2 | 0.7% | -1 | 3 | 4% | 0.8 | -2 | -4
Cc1[nH]n(-c2ccccc2)c(=O)c1C=NCCc1ccccc1 | 5 | 8 | -0.5% | 0 | -1 | -12% | -0.3 | 14 | 8
CCNS(=O)(=O)c1ccc2c3c(cccc13)C(=O)N2 | 0 | 8 | 5.1% | 1 | 12 | x | 0.7 | -11 | -2
Cc1cc(C(=O)Nc2ccc3nc(C)sc3c2)c2ccccc2n1 | 3 | -26 | 2.7% | 4 | 6 | -4% | 0.4 | -1 | -6
CC(C)N(C(=O)CSc1cn(CC(=O)N2CCCCCC2)c2ccccc12)C(C)C | -18 | -18 | 1.0% | 3 | -6 | u | 0.2 | 3 | -6
O=C(COc1ccccc1[N+](=O)[O-])N1CCC(Cc2ccccc2)CC1 | 5 | -27 | 2.5% | 7 | 4 | -21% | -1.2 | 4 | -3
CCc1cccc(C)c1NC(=O)CCCn1c(C)c2cnn(-c3ccccc3)c(=O)c2c1C | -32 | 4 | -0.7% | 0 | -2 | -12% | -0.2 | 5 | 1
COc1ccccc1/C=C/C(=O)N1CCN(S(=O)(=O)c2cc(C)ccc2C)CC1 | 3 | -6 | -0.1% | 6 | -11 | x | -0.8 | 9 | -1
CC(C)Oc1ccc(-c2cc(C(=O)NCCN3CCOCC3)c3ccccc3n2)cc1 | -9 | -1 | 5.8% | 4 | 15 | -10% | -0.3 | 28 | 0
Cc1ccc2c(c1)nnn2C1CCN(CC(=O)N(c2ccccc2)c2ccccc2)CC1 | -4 | 7 | 0.0% | 1 | -4 | -2% | -0.5 | -23 | -2
Cc1cc(SCC(=O)OCC(=O)N2CCN(C(=O)c3ccco3)CC2)c(C)cc1Br | 34 | -18 | -0.8% | 44* | -6 | -14% | -0.3 | x | -6
COc1ccc(Nc2nc(-c3ccncc3)nc3ccccc23)cc1 | -1 | 7 | -1.1% | 0 | 11 | 2% | -0.1 | 0 | -2
COc1cccc(OCCNC(=O)c2ccc(C)cc2)c1 | -2 | -16 | -0.4% | 2 | 5 | -1% | -0.4 | -12 | -5
COC(=O)C1=C(C)N(Cc2ccccc2)C(=NCc2ccc(OC)cc2)N[C@H]1c1ccc(Br)cc1 | x | 0 | 0.9% | 1 | 9 | -4% | 0.5 | x | -1
Cc1ccc(S(=O)(=O)N(C)/C(=N/S(=O)(=O)c2ccccc2)c2ccccc2)cc1 | 16 | 9 | 0.7% | 3 | -2 | -4% | -1.3 | 0 | -3
CN(CC(=O)Nc1cccc(F)c1)C(=O)CCc1nc2cc(S(=O)(=O)N3CCOCC3)ccc2n1C | -3 | -14 | 0.0% | -1 | -1 | x | 0.2 | -4 | -2
CC(NC(=O)c1ccco1)c1nc(-c2ccccc2Cl)no1 (stereo unspecified) | -8 | -8 | -1.3% | 7 | 1 | -2% | -0.9 | 11 | -3
Cc1cc(O)c(C=Nc2cccc(Cl)c2)c(=O)o1 | x | -7 | 5.7% | 8 | -10 | -4% | 5.0 | 6 | 0
COCCCn1c(C)nnc1SCc1ccc(C(C)(C)C)cc1 | -6 | -4 | -0.1% | 0 | 5 | -16% | -0.1 | 2 | -2

Of the compounds above, these have bromine.
SMILES | RXFP1 antagonist | D1 antagonist | RXFP1 ag | D1 ag | TRHR enhancer | Anesthetic bind | TRHR agonist | D2 potentiator | D1 potentiator
CC(C)NC(=O)Nc1ccc(Br)cc1Cl | -13 | -27 | 2.0% | 2 | 0 | -3% | -0.5 | -1 | -3
O=C(COC(=O)c1ccc(Br)cc1)NCCc1ccccc1 | -3 | 1 | 0.7% | 0 | -7 | 4% | -0.2 | -4 | -1
Cc1cc(NO)nc(-c2ccc(Br)cc2)n1 | -14 | -5 | 0.6% | 3 | 2 | u | 0.4 | 5 | -1
CCCN1C(=O)SC(CC(=O)Nc2ccc(Br)cc2)C1=O (stereo unspecified) | -8 | -1 | -1.0% | -3 | -4 | -10% | 0.7 | -3 | -7
Cc1cc(SCC(=O)OCC(=O)N2CCN(C(=O)c3ccco3)CC2)c(C)cc1Br | 34 | -18 | -0.8% | 44* | -6 | -14% | -0.3 | x | -6
COC(=O)C1=C(C)N(Cc2ccccc2)C(=NCc2ccc(OC)cc2)N[C@H]1c1ccc(Br)cc1 | x | 0 | 0.9% | 1 | 9 | -4% | 0.5 | x | -1

Screening results (PubChem BioAssay)
